procasp3 activ = activators of human procaspase-3; activation, % at 8.5 µM; 330,000 compounds, 0.11% hits; AID 463141; recombinant procaspase-3 D3A, Ac-DEVD-pNA absorbance 405 nm; P42574;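 active = activation above the mean of all tested compounds plus 3 SD, cut at about 21% in these data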;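 note: 0% = DMSO alone and 100% = DMSO wells spiked with extra 5 µM PC-3 D3A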
Target sequence (P42574 whole entry D9A/D28A/D175A): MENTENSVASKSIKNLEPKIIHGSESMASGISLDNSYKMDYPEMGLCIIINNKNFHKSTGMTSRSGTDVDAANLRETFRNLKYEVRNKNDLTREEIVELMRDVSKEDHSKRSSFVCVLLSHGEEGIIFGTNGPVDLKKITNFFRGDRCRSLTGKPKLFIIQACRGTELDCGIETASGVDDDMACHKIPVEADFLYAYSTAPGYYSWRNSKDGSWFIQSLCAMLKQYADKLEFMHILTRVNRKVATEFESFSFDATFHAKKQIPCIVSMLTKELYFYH
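Compound: 8.5 µM single point, 0.8% DMSO / Material: Autoprocessing-dead procaspase-3 D3A mutant enzyme / Timing: 1 h preincubation plus 2 h reaction at 25 °C / Medium: Zinc-free HEPES/NaCl buffer with 0.01% Triton X-100 at pH 7.4 / Technique: 405 nm absorbance of p-nitroaniline, reads at 0 and 120 min / Repeats: one well per compound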
RPL19A TOR yeast = alters RPL19A-GFP fluorescence in TOR pathway yeast screen; S. cerevisiae RPL19A-GFP strain, flow cytometry, 3 h; hits give low values; percent response vs DMSO, % at 10 µM; 330,000 compounds, 0.3% hits; AID 2025;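 active = percent response vs DMSO below 50%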;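 note: median channel GFP fluorescence of the barcoded RPL19A-GFP strain; ratio of sample median GFP to plate DMSO average so 100% = DMSO; lower means less RPL19A-GFP as with rapamycin TOR inhibition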
procasp7 counter = counter-screen: procaspase-7 (human) activation. P55210. 330,000 compounds, 0.093% hits. recombinant procaspase-7, Ac-DEVD-pNA absorbance 405 nm; D23A/D198A/D206A triple mutant, cannot self-cleave; scale: DMSO 0, 5 µM enzyme 100. activation, % at 8.5 µM;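 active = percent activation above the screen-wide mean plus 3 SD, cut at about 25% in these data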
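Test system: Procaspase-7 triple mutant (PC-7 D3A). Also added: Ac-DEVD-pNA substrate, 400 µM as added. Schedule: 1 h enzyme–compound preincubation and 2 h substrate reaction, both 25 °C. Signal: p-Nitroaniline absorbance at 405 nm, read at 0 and 120 min. Control set: low DMSO alone, high DMSO plus 5 µM PC-7.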
AHR act = activators of human aryl hydrocarbon receptor | 320,000 compounds, 2.5% hits | AHR-responsive luciferase reporter cells, luminescence | activation, % at 5 µM | P35869; in the data active = activation above about 47%;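 note: 0% = vehicle wells and 100% = reference agonist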
Target sequence (P35869 whole entry, looked up): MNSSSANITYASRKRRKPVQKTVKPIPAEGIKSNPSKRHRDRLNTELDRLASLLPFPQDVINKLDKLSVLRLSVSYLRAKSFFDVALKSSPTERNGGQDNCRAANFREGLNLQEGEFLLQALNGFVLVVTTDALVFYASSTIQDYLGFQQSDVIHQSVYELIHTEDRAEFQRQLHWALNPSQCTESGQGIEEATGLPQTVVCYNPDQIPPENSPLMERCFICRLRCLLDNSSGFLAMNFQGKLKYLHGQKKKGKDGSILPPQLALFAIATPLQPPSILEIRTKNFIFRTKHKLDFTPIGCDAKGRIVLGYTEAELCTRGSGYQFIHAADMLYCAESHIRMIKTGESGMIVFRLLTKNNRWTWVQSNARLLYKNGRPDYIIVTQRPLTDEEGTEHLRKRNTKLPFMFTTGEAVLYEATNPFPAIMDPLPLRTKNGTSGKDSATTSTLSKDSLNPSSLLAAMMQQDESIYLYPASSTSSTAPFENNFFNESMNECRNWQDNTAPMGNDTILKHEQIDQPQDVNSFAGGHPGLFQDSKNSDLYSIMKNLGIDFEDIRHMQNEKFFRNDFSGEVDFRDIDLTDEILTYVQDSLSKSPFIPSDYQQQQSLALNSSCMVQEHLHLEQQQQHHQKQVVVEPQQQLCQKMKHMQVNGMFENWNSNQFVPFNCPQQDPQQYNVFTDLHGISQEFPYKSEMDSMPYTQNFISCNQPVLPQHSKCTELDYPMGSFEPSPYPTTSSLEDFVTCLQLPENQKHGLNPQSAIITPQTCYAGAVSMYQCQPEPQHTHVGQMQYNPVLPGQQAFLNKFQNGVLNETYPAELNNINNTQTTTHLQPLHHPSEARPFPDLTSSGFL
MEP2-GFP yeast = alters MEP2-GFP fluorescence in TOR pathway yeast screen | 330,000 compounds, 0.51% hits | S. cerevisiae MEP2-GFP strain, flow cytometry GFP, 3 h; 100% = DMSO control level | GFP response vs DMSO, % at 10 µM;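 active = GFP response versus DMSO above a set limit, roughly screen mean plus 3 SD, cut at about 180% in these data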;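 note: median GFP fluorescence of the barcode-gated MEP2-GFP cells per well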
CIT2 TOR yeast = modulators of TOR pathway CIT2-GFP in S. cerevisiae. S. cerevisiae CIT2-GFP strain, flow cytometry, 3 h; 100 means same as DMSO wells. GFP response vs DMSO, % at 10 µM. 320,000 compounds, 0.065% hits. AID 2029;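 active = GFP response relative to DMSO above a set limit, near the screen mean plus 3 SD, cut at about 150% in these data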;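 note: ratio of well median GFP fluorescence to mean of DMSO wells on the plate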
LAP4 TOR yeast = yeast TOR pathway LAP4-GFP modulation. S. cerevisiae LAP4-GFP multiplex, flow cytometry GFP, 3 h; median GFP as percent of DMSO wells. AID 2023. GFP response vs DMSO, % at 10 µM. 320,000 compounds, 0.34% hits;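 active = GFP response vs DMSO above a set limit, about the screen mean plus 3 SD, cut at about 150% in these data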
AGP1-GFP MLPCN = modulators of TOR pathway AGP1-GFP in S. cerevisiae. GFP response vs DMSO, % at 10 µM. S. cerevisiae AGP1-GFP multiplex flow cytometry, 3 h; GFP as percent of DMSO wells. 320,000 compounds, 0.02% hits;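 active = GFP response relative to DMSO above a set limit, near screen average plus 3 SD, cut at about 150% in these data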;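 note: median GFP channel fluorescence of the gated AGP1 strain per well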
* marks the source's active call; other numbers are inactive results; x = not tested or not shown. Some of the compounds tested (hit frequency here may not be typical).

SMILES	procasp3 activ	RPL19A TOR yeast	procasp7 counter	AHR act	MEP2-GFP yeast	CIT2 TOR yeast	LAP4 TOR yeast	AGP1-GFP MLPCN
COCCCN1Cc2ccccc2C1=N	-3.8	103.2	10.8	0.1	107.5	108.2	102.8	104.9
CC(C)(C)NS(=O)(=O)c1ccc(OCC(=O)N2CCN(Cc3ccccc3)CC2)cc1	1.9	95.5	6.3	1.3	143.8	112.9	111.0	98.3
CCNc1cc(N2CCNCC2)ccc1[N+](=O)[O-]	-14.8	100.8	-3.3	10.2	117.1	x	109.7	107.6
O=P(O)(O)Cc1c(Cl)cccc1Cl	-7.0	99.9	3.2	-3.9	102.0	99.4	90.2	98.9
COC(=O)C1=C(c2ccccc2OCc2ccccc2)C[C@@H]2CC[C@H]1N2C(=O)NCc1cccc(F)c1	3.6	107.1	12.2	-1.0	94.0	107.4	106.6	105.4
CC(NC1=NCCS1)c1ccccc1 (stereo not given)	2.9	97.2	5.2	1.5	104.8	99.3	96.9	101.8
CC(=O)Nc1ccccc1C(=O)OCC(=O)c1ccccc1Cl	3.7	95.3	7.4	8.5	123.9	88.7	96.2	89.5
O=[N+]([O-])c1ccc(N2CCCCC2)c2ncccc12	8.7	103.4	-6.2	-2.5	100.3	95.5	118.7	108.8
CCOC(=O)c1ccc(NC(=O)c2c(O)[nH]c(=O)[nH]c2=O)cc1	-5.0	98.2	2.0	0.0	103.0	105.0	94.7	99.9
Cc1nccc2c1[nH]c1ccc(Br)cc12	6.6	97.1	-3.9	1.6	106.7	102.0	103.8	104.2
CN(C)C(=O)Oc1cccc(NC(=O)N2CCOCC2)c1	5.0	91.8	0.5	1.4	94.5	88.1	90.9	91.3
COC(=O)C1=C(c2ccc3ccccc3c2)C[C@@H]2CC[C@H]1N2C(=O)NCc1ccc(F)cc1	-3.0	97.4	6.3	-0.2	95.7	97.9	102.8	98.9
CCCCCCOc1ccc(CN2CCN(C)CC2)cc1	1.9	99.4	0.2	1.5	99.7	95.5	105.7	97.5
O=C1CN(C(=O)COC(=O)Cc2ccccc2)c2ccccc2N1	-5.8	98.2	7.1	-0.7	102.6	101.5	101.3	102.0
Cc1ccc(CCN2CC(C(=O)N3CCC4(CC3)OCCO4)CC2=O)cc1 (stereo not given)	2.9	99.9	5.4	0.3	103.0	108.3	100.5	99.2
CCOc1cc2c(cc1OCC)-n1cccc1C(c1cccc(OCC)c1O)NC2 (stereo not given)	1.6	103.8	-10.5	1.0	105.9	107.0	96.6	100.6
Cc1nc2ccc(N3CCN(C)CC3)cc2nc1C	-1.5	99.9	-4.5	31.3	102.7	98.7	100.5	95.1
COC(=O)C1=C(c2ccc(F)cc2F)C[C@@H]2CC[C@H]1N2C(=O)NCCOc1ccccc1	-1.5	92.8	13.4	-0.8	94.2	98.9	98.8	96.9
C=CCc1cc(C=C2C(=O)N(C)C(=O)N(C)C2=O)cc(OCC)c1OCc1ccccc1	0.9	98.1	-3.6	16.5	99.0	80.8	101.1	95.7
CCOC(=O)C1(CCc2ccccc2)CCN(Cc2ccc(NC(C)=O)cc2)CC1	6.0	104.0	6.0	3.2	110.4	105.3	104.5	102.2
CN1[C@@H]2CC[C@H]1CC(OC1c3ccccc3CCc3ccccc31)C2 (stereo not given in full)	5.8	101.1	-12.8	0.3	94.2	106.7	105.0	101.1
Clc1cccc(C2NCc3ccccc3-n3cccc32)c1 (stereo not given)	-2.0	102.5	-2.0	0.0	107.1	96.7	99.8	100.5
Cc1ccc(-n2c(O)c(C=N)c(=O)n(-c3ccc(C)cc3)c2=O)cc1	-6.9	101.5	8.8	-0.7	102.9	102.9	96.7	99.0
O=C(COC(=O)Cc1ccccc1)NNC(=O)c1ccc([N+](=O)[O-])cc1	3.5	97.3	-3.0	1.3	97.7	90.6	102.2	102.2
Cc1nn(Cc2ccccc2)c(C)c1C(=O)OCC(=O)NCc1ccco1	-3.9	99.7	4.4	1.6	104.7	102.0	102.3	104.2
CCCNC(=O)N1[C@H]2CC[C@@H]1C(C(=O)OC)=C(c1cc3ccccc3o1)C2	-0.2	98.0	-4.5	0.3	97.6	97.9	91.5	107.3
COc1ccc(N2C(=O)/C(=C/c3ccc(OC)c(OC)c3)C(=O)NC2=S)cc1	x	100.6	x	x	95.3	100.7	91.7	106.4
CCC1(C)CN(S(=O)(=O)OCC(Cl)(Cl)Cl)C(=O)N1 (stereo not given)	6.2	95.0	-5.0	-4.0	89.3	90.3	128.0	83.8
CN1CCN(c2ccc([N+](=O)[O-])c3cccnc23)CC1	-6.2	91.6	-5.0	0.3	104.6	93.9	90.5	98.4
CC(C)c1ccc(N2C(=O)NC(=O)/C(=C\c3cnc(-c4ccccc4)nc3)C2=O)cc1	-26.7	96.4	-21.5	-4.7	94.9	94.2	90.8	94.6
CCN1CCN(C(=O)COc2ccc3c(c2)C(=O)CC2(CCN(C(C)=O)CC2)O3)CC1	7.5	111.2	8.3	-0.2	107.3	99.6	109.0	109.7
O=C1C2CCCN2C(c2ccccc2)N1c1ccccn1 (stereo not given)	1.7	98.0	5.4	-0.3	98.2	96.6	97.8	98.2
Cn1c(O)c(/C=C2/C=CC=N2)c(=O)[nH]c1=O	-7.0	96.5	-8.2	1.6	91.2	103.2	110.2	100.3
Nc1ccc(S(=O)(=O)N2CCCCC2c2cccnc2)cc1 (stereo not given)	5.1	99.3	6.2	0.2	101.5	99.0	98.9	99.5
CC(C)CC1C(C#N)=C(N)Oc2c1c(=O)oc1ccccc21 (stereo not given)	9.4	103.3	11.3	-0.8	94.6	94.7	94.3	94.4
CCCC(=O)OCC[N+](C)(C)C	1.4	105.3	-1.3	0.3	99.8	90.7	109.3	97.7
NC(=O)c1ccc(N=Nc2c(O)[nH]c(=O)[nH]c2=O)cc1	2.1	109.3	4.3	-0.9	104.3	105.5	99.1	107.3
CC1=CC(=C2C(=O)NC(=O)NC2=O)C=C(C(F)(F)F)N1Cc1ccccc1	-6.0	110.0	3.5	-3.2	111.9	93.3	103.5	97.6
COc1ccc(CNCCc2ccc3c(c2)OCO3)cc1Br	5.9	80.3	3.1	6.9	85.1	82.3	x	86.1
CCOC(=O)C1(c2ccccc2)CCN(Cc2cccc(C(=O)O)c2)CC1	-1.9	100.2	-2.2	-0.1	104.9	100.6	96.9	105.2
Cn1cccc1CNCCc1ccccc1	0.7	107.4	8.2	1.4	100.1	101.7	104.0	111.9
COC(=O)C1=C(c2cccc(C#N)c2)C[C@@H]2CC[C@H]1N2C(=O)NCc1cccc2ccccc12	9.8	96.8	8.4	1.4	95.6	96.2	100.7	97.3
CN1CCCC(C(O)(c2ccccc2)c2ccccc2)C1 (stereo not given)	1.0	100.3	2.3	-3.0	97.5	97.6	111.8	109.7
CCCn1c(C)c(C(=O)c2cccc3ccccc23)c2ccccc21	9.4	98.4	1.7	12.0	92.5	83.9	113.1	86.0
CC(=O)OC1C2CCC1C(N1CCCC1)CC2 (stereo not given)	0.6	102.9	-9.3	-2.3	101.3	114.9	103.5	108.4
CCOC(=O)c1nc2ccccc2c(=O)n1-c1ccc(C)cc1	-1.1	100.3	5.4	1.9	103.8	91.1	108.6	102.9
CC1CCCN(C(=O)CCl)C1 (stereo not given)	-1.0	101.5	14.2	0.6	102.6	99.7	97.6	100.2
CCOc1ccccc1Oc1coc2cc(OC(=O)N(C)C)ccc2c1=O	2.5	91.6	0.9	1.8	92.5	87.0	95.8	85.9
CC(C)N1CCN(Cc2ccccc2C(F)(F)F)CC1CCO (stereo not given)	-1.1	99.3	3.8	1.6	101.2	102.7	104.5	98.4
O=[N+]([O-])c1ccc(C2[C@H]3C(c4ccccc4)=NC4(CCCCC4)N23)cc1 (stereo not given in full)	1.5	101.9	3.6	-3.3	105.5	107.8	90.9	101.1
COc1ccc(NC(=O)N2CCC3(CC2)OCCO3)cc1	2.4	102.9	12.6	5.3	106.2	109.1	93.7	102.9
O=C1NC(=O)N(c2ccccc2)C(=O)/C1=C/c1ccc([N+](=O)[O-])s1	-1.4	101.2	0.8	-0.4	102.2	105.1	110.1	100.7
C=C(C)C(Cc1c(OC)ccc(C(=O)/C=C/c2ccc(O)cc2)c1O)OO (stereo not given)	-3.9	92.8	-12.9	-0.7	93.6	84.5	114.2	93.0
COC(=O)C1=C(c2cc3ccccc3s2)C[C@@H]2CC[C@H]1N2C(=O)N1CCCC1	0.5	106.6	7.3	2.0	91.3	88.8	119.8	90.8
CCOP(=O)(OCC)C(NC(=O)c1ccc(Cl)cc1)=C(Cl)Cl	-0.5	107.5	-10.2	0.7	90.5	62.0	93.8	71.0
CCN(CC)C(=O)COc1cc(C)cc2oc(=O)c3c(c12)CCCC3	x	102.2	x	x	109.2	103.2	97.1	104.6
CCN1CCN(C(=O)COc2ccc(S(=O)(=O)Nc3ccc(Cl)cc3)cc2)CC1	5.4	118.6	-1.7	-1.3	114.9	x	85.8	102.2
O=c1[nH]c(=O)n(Cc2ccco2)c(O)c1C=NCCN1CCOCC1	1.5	92.1	8.6	-0.9	95.8	101.6	94.4	92.3
N#Cc1cc2c(nc1SCC(=O)Nc1cc(Cl)ccc1Cl)C1CCN2CC1	-29.4	100.9	-22.8	-11.7	101.8	95.3	97.4	107.4
COC(=O)C1=C(c2ccc(S(C)(=O)=O)cc2)C[C@@H]2CC[C@H]1N2C(=O)N1CCCC1	7.1	106.0	-1.9	0.3	96.1	86.8	112.2	92.7
New compounds follow:
SMILES	procasp3 activ	RPL19A TOR yeast	procasp7 counter	AHR act	MEP2-GFP yeast	CIT2 TOR yeast	LAP4 TOR yeast	AGP1-GFP MLPCN
CN1CCN(c2cn[nH]c(=O)c2Cl)CC1	3.1	97.8	3.8	-2.4	91.6	101.5	104.3	104.4
CCCCC(CC)COC(=O)c1ccccc1C(=O)OCC(CC)CCCC (stereo not given)	-0.1	98.2	4.5	0.8	90.0	91.7	89.2	92.0
C[C@]12CCC(=O)C=C1C=C[C@@H]1[C@@H]2CC[C@@]2(C)[C@H]1CC[C@@]2(O)CCC(=O)O	0.6	103.3	8.8	0.3	99.8	83.9	99.7	94.9
O=[N+]([O-])c1cc(F)c(N2CCCCC2)cc1Br	2.5	89.7	-4.2	-0.4	94.7	93.8	108.3	97.6
CN1CC(C(=O)c2cccs2)C(c2ccc(Cl)cc2)C1 (stereo not given)	6.0	97.3	-8.4	1.8	94.1	100.2	108.5	100.8

5 compounds picked at random from those above, as already listed:
SMILES	procasp3 activ	RPL19A TOR yeast	procasp7 counter	AHR act	MEP2-GFP yeast	CIT2 TOR yeast	LAP4 TOR yeast	AGP1-GFP MLPCN
CN1CC(C(=O)c2cccs2)C(c2ccc(Cl)cc2)C1 (stereo not given)	6.0	97.3	-8.4	1.8	94.1	100.2	108.5	100.8
O=[N+]([O-])c1cc(F)c(N2CCCCC2)cc1Br	2.5	89.7	-4.2	-0.4	94.7	93.8	108.3	97.6
CN1CCN(c2cn[nH]c(=O)c2Cl)CC1	3.1	97.8	3.8	-2.4	91.6	101.5	104.3	104.4
CCCCC(CC)COC(=O)c1ccccc1C(=O)OCC(CC)CCCC (stereo not given)	-0.1	98.2	4.5	0.8	90.0	91.7	89.2	92.0
C[C@]12CCC(=O)C=C1C=C[C@@H]1[C@@H]2CC[C@@]2(C)[C@H]1CC[C@@]2(O)CCC(=O)O	0.6	103.3	8.8	0.3	99.8	83.9	99.7	94.9

Screening data (PubChem BioAssay)
